# HCMV inh: blocks human cytomegalovirus replication | HFF cells, HCMV-luciferase reporter, 72 h; hits give low values | actives 4.5% (n = 410,000) | activity change, negative = inhibition, % at 57.5 µM | AID 1259415; in the data active = activity change below about -60%; inconclusive = no clear call, values can overlap the other calls; inactive = above about -39%
#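 Screen run at 2 compound doses on HFFs infected with reporter HCMV, MOI 1 PFU/cell. Luciferase activity from cell lysates at 72 h post infection gave inhibition relative to buffer-only and Salinomycin wells.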
# AMA1 RON2 block: AMA1-RON2 (P. falciparum) interaction inhibition; AlphaScreen AMA1-biotinylated RON2 peptide binding; Potency, µM (doses to about 58.2 µM), without a hit: at the top dose activity change, negative = inhibition, actives largely listed as inhibitors; actives 0.2% (n = 360,000); AID 720542;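 also: potency is read from the fitted curve at half-maximal effect; 0% = vehicle wells and -100% = peptide control; nearly all actives have a fitted effect of over 45% in size; some results filed as inactive show a strong effect at the top dose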
#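 AMA1 (3D7) with his tag at 25 nM final met compounds first, then biotinylated RON2 peptide at 25 nM; detection used donor plus acceptor beads, 10 µg/mL apiece, read by AlphaScreen after 30 min at room temperature.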
# Sm TGR inh: blocks Schistosoma mansoni thioredoxin glutathione reductase; Q962Y6; purified TGR, DTNB reduction, TNB absorbance 405 nm; Potency, µM (titrated, usually from 114 µM), for inactives: at the highest dose activity change, negative = inhibition, usual class: inhibitors; actives 3% (n = 360,000); AID 485364; also: potency is read from the fitted curve at half-maximal effect; nearly all actives have a fitted effect of over 60% in size
#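 First, TGR (20 nM dispensed) and NADPH were mixed with compound. Second, a 15 min room-temperature incubation followed. Third, further NADPH and then DTNB were added to start the reaction. Finally, TNB absorbance was monitored kinetically.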
# AmpC inh detg: inhibitors of E. coli AmpC beta-lactamase with detergent; P00811; AmpC hydrolysis of nitrocefin, absorbance 480 nm, 0.01% Triton; Potency, µM (highest dose often 114 µM), for inactives: at the top dose activity change, negative = inhibition, actives largely listed as inhibitors; actives 0.041% (n = 370,000); AID 485294;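 also: potency is read from the fitted curve at half-maximal effect; 0% = no-compound wells and -100% = no-enzyme wells; nearly all actives have a fitted effect of over 25% in size; some results filed as inactive show a strong effect at the top dose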
# Target sequence (P00811 whole entry, looked up): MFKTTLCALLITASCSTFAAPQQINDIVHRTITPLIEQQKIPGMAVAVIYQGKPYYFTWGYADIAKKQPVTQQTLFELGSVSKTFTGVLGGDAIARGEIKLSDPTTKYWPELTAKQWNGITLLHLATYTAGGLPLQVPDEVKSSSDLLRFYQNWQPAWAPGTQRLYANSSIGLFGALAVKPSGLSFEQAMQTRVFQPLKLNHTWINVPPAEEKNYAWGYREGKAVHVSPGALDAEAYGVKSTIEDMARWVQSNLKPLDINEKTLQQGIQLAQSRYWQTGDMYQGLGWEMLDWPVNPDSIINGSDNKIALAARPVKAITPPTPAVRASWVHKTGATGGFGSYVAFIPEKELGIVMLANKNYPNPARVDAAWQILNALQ
#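 AmpC (5.3 nM in the dispensed reagent) in 20 mM phosphate pH 7.0 with 0.01% (detergent screen) or 0.0001% Triton X-100 was preincubated with compounds for 15 min at room temperature. Nitrocefin was then added from an 800 uM solution, and hydrolysis was followed at 480 nm.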
# TbPYK inhibitor: inhibitors of Trypanosoma brucei pyruvate kinase; Q57TT1; TbPYK enzyme, Kinase-Glo Plus ATP luminescence, 45 min; Potency, µM (titrated, usually from 76.8 µM), for the others: at the highest dose activity, negative = inhibition, hits mostly inhibitors; actives 0.12% (n = 410,000); also: potency is read from the fitted curve at half-maximal effect; nearly all actives have a fitted effect of over 50% in size
#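 T. brucei PYK with substrate was exposed to pin-transferred compounds across a concentration series, then started with 130 uM ADP (final). After 45 min at room temperature, Kinase-Glo Plus luminescence was read, normalized and curve-fitted.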
# LmPK inhibitor: LmPK (Leishmania mexicana) enzyme inhibition | Q27686 | purified LmPK, Kinase-Glo ATP luminescence, 1 h | Potency, µM (doses to about 57.5 µM), for inactives: top-dose activity change, negative = inhibition, most hits filed as inhibitors | actives 0.37% (n = 290,000) | AID 1721; also: potency is read from the fitted curve at half-maximal effect
# Target sequence (Q27686 whole entry, looked up): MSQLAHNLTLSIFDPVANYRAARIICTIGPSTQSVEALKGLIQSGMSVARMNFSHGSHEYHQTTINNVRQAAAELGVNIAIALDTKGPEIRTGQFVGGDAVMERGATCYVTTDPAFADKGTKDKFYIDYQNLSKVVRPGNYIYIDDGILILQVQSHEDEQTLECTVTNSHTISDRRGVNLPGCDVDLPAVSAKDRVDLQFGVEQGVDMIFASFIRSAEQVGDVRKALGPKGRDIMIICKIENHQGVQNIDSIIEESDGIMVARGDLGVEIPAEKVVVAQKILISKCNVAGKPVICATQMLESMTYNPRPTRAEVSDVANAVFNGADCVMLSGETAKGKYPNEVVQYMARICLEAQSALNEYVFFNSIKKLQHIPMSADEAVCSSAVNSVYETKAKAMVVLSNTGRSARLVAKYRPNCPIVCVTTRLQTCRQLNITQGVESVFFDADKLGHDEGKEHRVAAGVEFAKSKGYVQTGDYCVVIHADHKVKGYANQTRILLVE
#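 Purified LmPK (0.1 nM) with 0.5 mM PEP and 0.1 mM ADP in imidazole buffer pH 7.2 with MgCl2/KCl, 1 h at room temperature. ATP formed was read by luciferase luminescence and normalized to no-enzyme and uninhibited controls.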
# AmpC inh no detg: inhibitors of E. coli AmpC beta-lactamase without detergent; P00811; AmpC nitrocefin hydrolysis, absorbance 480 nm, 0.0001% Triton; Potency, µM (titrated, usually from 57.1 µM), for inactives: at the top dose activity change, negative = inhibition, actives largely listed as inhibitors; actives 0.52% (n = 330,000);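 also: potency is read from the fitted curve at half-maximal effect; plate controls were no compound for no effect and no enzyme for full effect; nearly all actives have a fitted effect of over 20% in size; some results filed as inactive show a strong effect at the top dose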
#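 20 mM phosphate pH 7.0 + 0.01% (detergent screen) or 0.0001% Triton X-100; 5.3 nM AmpC reagent; cpd preinc 15 min RT; nitrocefin (800 uM stock) to start; A480 q20 s × 4 min; Activity was normalised to no-enzyme and no-compound control wells.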
# * hit, by the source's call; ? = inconclusive; . = not tested or not shown; [ ] = dose if it differs, or a comment. Unless noted, calls follow the shape of the dose curve; as a rule, active = well fitted curve in the direction sought with a large enough effect; inconclusive = small, poorly fitted or top-dose-only effect, or another doubt; inactive = no such curve, though single readings can be large; an effect the other way counts as inactive or inconclusive. Unless noted, % is scaled to controls: 0 for no effect and ±100 for the full control effect.
# Order of values: AmpC inh detg | LmPK inhibitor | Sm TGR inh | HCMV inh | AMA1 RON2 block | AmpC inh no detg | TbPYK inhibitor
CCCOc1ccccc1C(=O)N1CCCCC1CCN1CCOCC1 (stereo not drawn)
→ 19% | . | 0% | -13 | . | . | -9%
CCN1C(=O)N[C@@H](c2cccs2)C(C(=O)OC)=C1C
→ . | -7%[11.5 µM] | . | -6 | 3% | . | 2%
Cc1oc2c(c1C(=O)Nc1ccc(C(=O)O)cc1)CCCC2
→ -2% | -2% | -16% | -9 | -11% | -12% | 1%
O=[N+]([O-])c1cc2c(c3cccnc13)COCO2
→ . | . | . | -17 | -14% | . | -4%
C=C(C)Cn1c(SCC(=O)Nc2cccc(C)c2)nc2sc3c(c2c1=O)CCCC3
→ -4% | . | -5% | 6 | . | . | 0%
CCC(C)(C)NC(=O)C(c1ccccc1Cl)N(C(=O)CCC(=O)Nc1cc(C)on1)c1ccc(NC(C)=O)cc1 (stereo not drawn)
→ 12% | 7% | -1% | -24 | 5% | 33% | 26%
CC(C)NS(=O)(=O)c1ccc(OCC(=O)N2CCN(c3ccccc3F)CC2)cc1
→ 28% | . | -3% | 27 | . | . | -3%
CCc1nnc(NC(=O)C2c3ccccc3Oc3ccccc32)s1
→ -5% | 2% | -1% | -12 | -2% | -19% | -9%
O=S(=O)(Nc1nc2ccccc2nc1N1CCc2ccccc2C1)c1ccc(Cl)cc1
→ -11% | 0% | -12% | 109 | -9% | -21% | 0%
N/C(=N\OC(=O)CCCN1C(=O)c2ccccc2C1=O)c1ccc(Br)cc1
→ . | . | . | 70 | -15% | . | -11%
Cn1cccc1/C=N/n1c(-c2ccccc2)n[nH]c1=S
→ -1% | 7.9µM* | 6% | 10 | 87%[activator] | -25% | ?
COc1ccc(CCNC(=O)c2ccc3c(c2)N(Cc2ccccc2F)C(=O)c2ccccc2S3(=O)=O)cc1OC
→ 14% | . | 4% | ? | . | . | -11%
CCc1nc2ccc(C(=O)Nc3cc(-c4ccccc4)ccc3OC)cn2c1N(C)CCC(C)C
→ . | . | . | -8 | -5% | . | -5%
COc1ccc2cc3cc(C(=O)NCCN4CCc5ccccc5C4)sc3nc2c1
→ ? | 0% | -9% | 10 | 0% | -2% | 4%
COc1ccccc1N1CCN(S(=O)(=O)c2cn(C)c(=O)n(C)c2=O)CC1
→ 2% | -3% | -11% | 7 | 0% | 1% | 1%
CCN(CC)S(=O)(=O)c1ccc2nc(SC)sc2c1
→ -3% | 0% | 0% | 85 | 8% | -10% | -7%
CN(C)S(=O)(=O)c1cccc(NC(=S)N/N=C/c2ccco2)c1
→ -11% | 4% | 40µM* | -35 | 94%[activator] | -33% | 0%
CC(=O)Nc1ccc(NC(=O)Cn2c(=O)n(-c3ccc(F)cc3)c(=O)c3oc4ccccc4c32)cc1
→ 6% | 2% | 7% | 0 | -6% | -29% | 4%
CCOC(=O)CNC(=O)c1cc2c(=O)[nH]c3ccc(C)cc3c2s1
→ ? | 3% | -29% | . | -1% | -6% | -5%
CCS(=O)(=O)N1CCc2cc(C(=O)NCc3ccccc3OC)ccc21
→ -5% | . | -12% | 10 | . | . | -2%

# Laid out differently: entries from further up
CCc1nnc(NC(=O)C2c3ccccc3Oc3ccccc32)s1
  AmpC inh detg = -5%
  LmPK inhibitor = 2%
  Sm TGR inh = -1%
  HCMV inh = -12
  AMA1 RON2 block = -2%
  AmpC inh no detg = -19%
  TbPYK inhibitor = -9%

O=S(=O)(Nc1nc2ccccc2nc1N1CCc2ccccc2C1)c1ccc(Cl)cc1
  AmpC inh detg = -11%
  LmPK inhibitor = 0%
  Sm TGR inh = -12%
  HCMV inh = 109
  AMA1 RON2 block = -9%
  AmpC inh no detg = -21%
  TbPYK inhibitor = 0%

N/C(=N\OC(=O)CCCN1C(=O)c2ccccc2C1=O)c1ccc(Br)cc1
  AmpC inh detg = .
  LmPK inhibitor = .
  Sm TGR inh = .
  HCMV inh = 70
  AMA1 RON2 block = -15%
  AmpC inh no detg = .
  TbPYK inhibitor = -11%

Cn1cccc1/C=N/n1c(-c2ccccc2)n[nH]c1=S
  AmpC inh detg = -1%
  LmPK inhibitor = 7.9µM*
  Sm TGR inh = 6%
  HCMV inh = 10
  AMA1 RON2 block = 87%[activator]
  AmpC inh no detg = -25%
  TbPYK inhibitor = ?

# Quoted at random: 2 records from the list.
# Order of values: AmpC inh detg | LmPK inhibitor | Sm TGR inh | HCMV inh | AMA1 RON2 block | AmpC inh no detg | TbPYK inhibitor
Cc1oc2c(c1C(=O)Nc1ccc(C(=O)O)cc1)CCCC2
→ -2% | -2% | -16% | -9 | -11% | -12% | 1%
N/C(=N\OC(=O)CCCN1C(=O)c2ccccc2C1=O)c1ccc(Br)cc1
→ . | . | . | 70 | -15% | . | -11%

# (cont.)
# Order of values: AmpC inh detg | LmPK inhibitor | Sm TGR inh | HCMV inh | AMA1 RON2 block | AmpC inh no detg | TbPYK inhibitor
CCOC(=O)c1sc2nc(N3CCOCC3)c3c(c2c1N)CCCC3
→ -18% | 1% | 2% | -10 | 5% | -28% | 1%
Cc1ccc(C(=O)OCC(=O)NNC(=O)c2ccc([N+](=O)[O-])cc2)o1
→ 1% | . | -10% | 41 | 83%[activator] | -18% | -1%
COc1cccc(-c2nnn(CC(=O)N3CCC(C)CC3)n2)c1
→ ? | -9% | -1% | 53 | -1% | -11% | -15%
CC(NC(=O)COc1ccccc1)C(=O)NC1=NCCS1 (stereo not drawn)
→ 4% | 2% | 2% | 39 | 8% | 3% | -8%
CC1CC(=O)N(C)c2cc([N+](=O)[O-])ccc2N1 (stereo not drawn)
→ 1% | -2% | 1% | 113 | 6% | -6% | 1%
CSc1ccc(CNc2ccc(Cl)cc2)cc1
→ -13% | 2% | -25% | 52 | 23% | -19% | -5%
Cc1ccnc2c1ccc1ccccc12
→ -2% | 2% | -18% | -6 | 25% | -18% | -7%
Cc1ccc(-c2csc(NC(=O)C3CC=CCC3C(=O)O)c2C(=O)OC(C)C)cc1 (stereo not drawn)
→ -1% | 0% | -30% | -19 | -2% | -20% | 1%
CCOc1ccccc1OCCCC(=O)Nc1ccc(Cl)c(S(=O)(=O)N2CCOCC2)c1
→ -11% | . | -11% | ? | 3% | 39% | 0%
Cc1ccc(C(NC(=O)c2ccccc2)C(Cl)(Cl)Cl)cc1 (stereo not drawn)
→ -8% | 2% | 0% | -26 | 15% | -40% | 0%
CS(=O)(=O)N1CCN(c2ccc(NC(=O)Cc3ccccc3)cc2)CC1
→ 6% | -5% | 3% | 7 | -3% | -13% | 3%
CCN1C(=O)/C(=C/c2ccc(C)s2)SC1=Nc1ccc(OC)cc1
→ 1% | 5% | 14% | -4 | -4% | -13% | 2%
COc1ccc(CNC(=O)COc2ccccc2C(=O)c2cnn(-c3ccccc3)c2)cc1OC
→ 5% | . | 4% | 18 | -12% | 116%[activator] | -12%
O=C(N/N=C/c1c[nH]c2ccccc12)c1ccn(Cc2ccc(Cl)cc2)n1
→ -5% | 0% | -16% | 5 | 9% | -37% | -3%
COc1ccc(C(=O)N2CCCCC2c2cc(C(=O)NCc3ccccc3)no2)cc1 (stereo not drawn)
→ . | . | . | -11 | 0% | . | 4%
COc1ccc(CN2C(=O)C(CC(=O)NCCCCc3ccccc3)CC(C(=O)N3CCOCC3)=C2C)cc1 (stereo not drawn)
→ . | . | . | 9 | 6% | . | 0%
COc1ccccc1NC(=O)N1CCC(c2nc3cc(C)c(C)cc3[nH]2)CC1
→ -6% | 1% | -9% | -64* | -16% | -37% | -9%
CN(CC(=O)NCc1ccncc1)S(=O)(=O)c1ccc(Br)cc1
→ ? | -4% | -2% | -39 | -19% | -15% | -9%
Cc1noc(/C=C/N(C)C)c1S(=O)(=O)N1CCN(c2ccc(F)cc2)CC1
→ 1% | -1% | -6% | -62* | -17% | 1% | -9%
CCCCC(=Nc1ccc(N)cc1)C1=C(O)C(C(=O)OC)C(C)(C)CC1=O (stereo not drawn)
→ 0% | 4% | -27% | -15 | 39%[activator] | -44% | -10%
Cc1[nH]n(-c2cccc(Cl)c2)c(=O)c1-c1ccc(Cl)cc1
→ -1% | 4% | -4% | -67* | -1% | -38% | 1%
COc1cc(OC)c(NC(=O)NCc2cccn2Cc2ccccc2)cc1Cl
→ 24% | . | -3% | -30 | . | . | 5%
CC(=O)Nc1ccc(-c2csc(NC(=O)C3CC(=O)N(c4ccc5c(c4)OCCO5)C3)n2)cc1 (stereo not drawn)
→ -3% | 3% | 2% | ? | -1% | 52% | -3%
COc1ccc(-c2noc(CNC(=O)c3cc(OC)c(OC)c(OC)c3)n2)cc1
→ -7% | . | -3% | -5 | . | . | -2%
O=C(O)C1CCCN(C(=O)/C=C/c2ccccc2)CC1 (stereo not drawn)
→ . | . | . | -40 | 9% | . | -1%
COc1ccc(N2C(=O)CC(SCCc3nc4ccccc4[nH]3)C2=O)cc1 (stereo not drawn)
→ -6% | 1% | 0% | 55 | 0% | -19% | -1%
CCOC(=O)c1[nH]c2ccccc2c1NC(=O)c1cc(Cl)ccc1Cl
→ -2% | . | -2% | -4 | . | . | -4%
COc1ccc(CCN(C(=O)C(F)(F)F)C(C(=O)NC2CCCC2)c2cccs2)cc1OC (stereo not drawn)
→ -4% | -4% | -13% | -7 | -5% | ? | 0%
CC(C)(C)c1cc(C(C)(C)C)cc(S(=O)(=O)CCc2ccccn2)c1
→ 0% | -5% | -7% | -9 | -6% | 93%[activator] | 1%
CC(C)Nc1nc(NCCOc2ccccc2Cl)c2sccc2n1
→ . | . | . | -36 | -16% | . | 5%
CCCCCC1CC(=O)N(Cc2ccc(Cl)cc2)C(=O)N1 (stereo not drawn)
→ -14% | 1% | 30% | -14 | 5% | -14% | -2%
Cc1nn(C)c(C)c1CN(C)C(=O)c1nn2c(c1Br)NC(c1cccs1)CC2C(F)(F)F (stereo not drawn)
→ -3% | 4% | -12% | -9 | 9% | 169%[activator] | 1%
